# Lamin A splicing – qHTS Assay for Modulators of Lamin A Splicing; Potency, µM (highest dose often 46.1 µM), for inactives: at the top dose ratio change, negative = inhibition, actives largely listed as inhibitors; HeLa LMNA splicing GFP/RFP minigene ratio, 48 h; 200,000 tested, 0.01% active; active means well fitted inhibition curve with a large enough effect in the signal ratio, with a control signal flat, not every such curve was filed as active; inconclusive means small, poorly fitted or top-dose-only effect, or effect the other way, or a change in a side signal; the % refers to the signal ratio; further: on the % scale 0 is the no-effect control and ±100 the full control effect
#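 S3 HeLa stable clones carrying a lamin A-EGFP splicing minigene plus DsRed2 were seeded at 600 cells/well in Opti-MEM with 2% FBS, pin-dosed and incubated 48 h at 37°C. Acumen cytometry (488 nm) gave the GFP/RFP total-intensity ratio.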
# KDM4E inh – qHTS Assay for Inhibitors of Human Jumonji Domain Containing 2E (JMJD2E) | Lysine-specific demethylase 4E (Homo sapiens), B2RXH2 | JMJD2E catalytic domain, FDH-coupled NADH fluorescence (FDH is formaldehyde dehydrogenase) | Potency, µM (top dose mostly 57.1 µM), for inactives: at the top dose activity change, negative = inhibition, actives largely listed as inhibitors | 230,000 tested, 1.6% active; active means well fitted inhibition curve with a large enough effect, not every such curve was filed as active; inconclusive means small, poorly fitted or top-dose-only effect, or another doubt; inactive means no such curve, though single readings can be large or run the other way;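 further: 0% = wells with enzyme and -100% = buffer wells without enzyme; nearly all actives have a fitted effect of over 50% in size; many of its hits are not listed in these tables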
# Tau fibril ThT – qHTS for Inhibitors of Tau Fibril Formation, Thioflavin T Binding. 270,000 tested, 2.1% active. Potency, µM (titrated, usually from 57.4 µM), without a hit: top-dose activity, negative = inhibition, most hits filed as inhibitors. recombinant tau K18 P301L (four-repeat tau fragment), heparin-induced fibrillization, ThT fluorescence; further: on the % scale 0 is the no-effect control and ±100 the full control effect; nearly all actives have a fitted effect of over 55% in size
# Target sequence (P10636 561-689 P618L limits assumed): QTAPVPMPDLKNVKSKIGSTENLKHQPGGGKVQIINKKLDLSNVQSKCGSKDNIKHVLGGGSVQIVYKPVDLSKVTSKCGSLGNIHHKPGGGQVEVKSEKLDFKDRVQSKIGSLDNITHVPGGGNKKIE
#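 Tau K18 P301L fragment (15 uM unlabeled plus 0.24 uM Alexa 594-labeled) in 100 mM sodium acetate pH 7 with compound, fibrillization induced by 20 uM heparin for 6 hr at 37 C. Thioflavin T (30 uM) added, fluorescence read after 1 hr (ex 450, em 510 nm).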
# Luc counter – Counterscreen for Luciferase (Kinase-Glo TM) Inhibition; Kinase-Glo luciferase, ATP luminescence, 8 min; 200,000 tested, 0.28% active; Potency, µM (series often up to 38.3 µM), for the others: top-dose activity change, negative = inhibition, hits mostly inhibitors; further: on the % scale 0 is the no-effect control and ±100 the full control effect; nearly all actives have a fitted effect of over 60% in size
#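 Luminescence was the read-out, taken after 8-minute incubation at ambient temperature. Luciferase turned over luciferin with 10 uM ATP in imidazole pH 7.2 buffer containing KCl, MgCl2, Tween 20 and BSA.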
# SMN2 splice enh – qHTS Assay for Enhancers of SMN2 Splice Variant Expression; HEK293 SMN2-luciferase splicing reporter, luminescence, 30-36 h; Potency, µM (highest dose often 46.1 µM), inactives show at the top dose activity change, positive = activation, usual class: activators; 210,000 tested, 2.8% active; further: % of control where 0% means no effect; nearly all actives have a fitted effect of over 55% in size
#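 HEK293 cells carry an SMN2 minigene-luciferase reporter in which exon 7 inclusion puts luciferase in frame. Cells were seeded at 2000 cells/well, attached for 10-12 hours, then exposed to compounds for 30-36 hours at 37C before ONE-Glo luminescence.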
# RECQ1 helicase – qHTS Assay for Inhibitors of RecQ-Like Dna Helicase 1 (RECQ1). ATP-dependent DNA helicase Q1 (Homo sapiens), P46063. RECQ1 DNA unwinding, red fluorescence kinetic read. Potency, µM (highest dose often 57.3 µM), for the others: at the top dose activity, negative = inhibition, actives largely listed as inhibitors. 240,000 tested, 0.54% active. AID 2549, 2010;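 further: plate controls were vehicle for no effect and no enzyme for full effect; nearly all actives have a fitted effect of over 30% in size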
#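 50 nM RECQ1T1 preincubated 15 min with compound in Tris pH 8.0 buffer with MgCl2, DTT, Tween-20 and 2.5 ug/ml poly(dI-dC); started with 200 nM TAMRA/BHQ-2 forked duplex and 2 mM ATP. Unwinding read as fluorescence (525/598 nm), two reads 2 h apart.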
# L3MBTL1 block – qHTS Assay for the Inhibitors of L3MBTL1. Lethal(3)malignant brain tumor-like protein 1 (Homo sapiens), Q9Y468. AlphaScreen L3MBTL1–H3K9me1 peptide binding. Potency, µM (series often up to 57.1 µM), without a hit: at the top dose activity, negative = inhibition, most hits filed as inhibitors. 230,000 tested, 0.66% active; further: on the % scale 0 is the no-effect control and ±100 the full control effect; nearly all actives have a fitted effect of over 60% in size
# Target sequence (Q9Y468 whole entry, looked up): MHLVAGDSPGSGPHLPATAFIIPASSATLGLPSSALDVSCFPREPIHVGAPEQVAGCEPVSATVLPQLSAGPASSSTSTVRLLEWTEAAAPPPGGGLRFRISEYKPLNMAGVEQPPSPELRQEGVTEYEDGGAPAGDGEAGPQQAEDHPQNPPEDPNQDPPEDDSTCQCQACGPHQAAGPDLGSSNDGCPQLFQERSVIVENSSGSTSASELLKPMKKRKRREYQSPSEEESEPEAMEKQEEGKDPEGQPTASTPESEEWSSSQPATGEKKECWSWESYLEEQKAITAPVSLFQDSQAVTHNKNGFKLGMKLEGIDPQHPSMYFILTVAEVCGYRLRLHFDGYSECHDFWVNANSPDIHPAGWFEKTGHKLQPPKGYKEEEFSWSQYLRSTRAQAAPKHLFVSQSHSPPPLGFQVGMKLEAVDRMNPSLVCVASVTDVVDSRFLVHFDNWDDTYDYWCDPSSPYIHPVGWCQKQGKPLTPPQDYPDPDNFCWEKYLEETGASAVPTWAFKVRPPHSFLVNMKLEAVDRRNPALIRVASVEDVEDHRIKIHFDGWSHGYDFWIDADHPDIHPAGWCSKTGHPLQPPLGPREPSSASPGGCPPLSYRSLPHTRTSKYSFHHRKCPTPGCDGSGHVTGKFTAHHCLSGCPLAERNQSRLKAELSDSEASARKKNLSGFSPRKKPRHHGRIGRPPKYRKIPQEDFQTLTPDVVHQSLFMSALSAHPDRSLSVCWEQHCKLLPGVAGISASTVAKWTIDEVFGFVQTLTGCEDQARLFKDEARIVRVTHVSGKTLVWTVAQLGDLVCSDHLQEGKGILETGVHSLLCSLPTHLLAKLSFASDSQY
#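 L3MBTL1 (50 nM) pre-complexed 30 min with biotinylated H3(1-15)K9me1 peptide (75 nM), then compounds added for 30 min at room temperature; AlphaScreen streptavidin donor/nickel chelate acceptor beads (10 ug/mL final) read after 30 min dark incubation.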
# ALDH1A1 block – qHTS Assay for Inhibitors of Aldehyde Dehydrogenase 1 (ALDH1A1); Aldehyde dehydrogenase 1A1 (Homo sapiens), P00352; Purified ALDH1A1, NADH fluorescence, propionaldehyde substrate; Potency, µM (series often up to 75.3 µM), without a hit: at the top dose activity, negative = inhibition, usual class: inhibitors; 220,000 tested, 7.3% active; AID 1030, 2008; active means well fitted inhibition curve with a large enough effect, not every such curve was filed as active; inconclusive means small, poorly fitted or top-dose-only effect, or another doubt; inactive means no such curve, though single readings can be large or run the other way;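 further: plate controls were no enzyme wells and a reference inhibitor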
# The depositor's hits bear a star; i = inactive; u = inconclusive; x = no result given; & = joins results of further samples; [ ] = another dose, or the depositor's remark. Unless noted, the call rests on the fitted dose curve; in most records, active means well fitted curve in the direction sought with a large enough effect; inconclusive means small, poorly fitted or top-dose-only effect, or another doubt; inactive means no such curve, though single readings can be large; an effect the other way counts as inactive or inconclusive. Potency means the concentration at half of the fitted maximal effect. Not all compounds are listed; count on the stated rates, not on these rows.
SMILES,Lamin A splicing,KDM4E inh,Tau fibril ThT,Luc counter,SMN2 splice enh,RECQ1 helicase,L3MBTL1 block,ALDH1A1 block
N=c1ccn(Cc2ccc([N+](=O)[O-])cc2)cc1,x,3%,-10%,x,x,-3%,7%,x
CC(C)(O)C#Cc1ccc(CN2CCN(C3CCCCC3)C(CCO)C2)s1 (configuration not stated),5%[46 µM],-8%,3%,-1%,x,12%,2%,3%
O=C1c2cccc3cccc(c23)C(=O)N1CCN1CCN(C(=S)Nc2ccc(Cl)cc2)CC1,9%,3%,-6%,-1%,12%,0%,10%,-4%
COc1ccc(-c2noc(=O)n2Cc2cc(C)ccc2C)cc1,-4%[46 µM],0%,7%,0%,x,-7%,-7%,0%
Cc1nc2c(C)cccc2cc1C(=O)N/N=C/c1ccc(O)cc1,u,-9%,u,1%,-22%,-1%,4%,u
O=C(CCc1nc(-c2ccccc2)no1)NCCc1ccccc1,4%,2%,-18%,0%,-2%,-9%,11%,6%
CCN(CC)CCn1nc(C)nc1-c1ccccc1O,9%,-4%,7%,5%,-8%,-12%,x,7%
O=c1cnnc(Nc2ccc(Nc3ccccc3)cc2)[nH]1,x,-2%,u,x,x,-4%,x,11%
Cc1ccccc1NC(=O)C(Cl)=C(Cl)Cl,-18%[9.22 µM],-129%,-3%,2%,-19%,i,11%,-2%
CCOC(=O)c1cccc(NC(=O)C(C)N2C(=O)c3ccccc3C2=O)c1 (configuration not stated),8%,0%,-8%,-2%,4%,-1%,6%,u
Cn1c(SCc2ccon2)nc2ccccc2c1=O,-10%,2%,5%,1%,11%,-1%,32%[activator][11.4 µM],7%
Cc1ccc(NCc2ccccc2O)cc1C,x,-7%,u,-2%,17%,-7%,x,-10%
C=CCNC(=S)Nc1ccc(OC(F)F)c(Cl)c1,u,-3%,-3%,1%,-8%,i,4%,0%
CCOc1ccc(-c2nc(CSc3nnc(N)s3)cs2)cc1,-9%,-5%,-6%,14%,u,13%,x,-5%
CCCCN(C(=S)Nc1cccc(SC)c1)C1CCN(C(C)=O)CC1,19%[46 µM],6%,-6%,3%,-18%,1%,x,9%
CCOC(=O)N1CCN(C(=O)/C=C/c2cccc([N+](=O)[O-])c2)CC1,x,-7%,-2%,-2%,12%,-3%,4%,-9%
COc1ccc(CCNC(=O)C(=O)NCC2CCCO2)cc1 (configuration not stated),-10%,8%,0%,2%,18%,-1%,5%,3%
Cc1ccccc1OCC(=O)NNC(=S)NC(=O)c1ccccc1[N+](=O)[O-],u,u,-15%,0%,-15%,u,16%,3%
CCN1CC2=C(OC(N)=C(C#N)C2c2ccccc2)/C(=C\c2ccccc2)C1 (configuration not stated),-4%,u,u,-1%,-15%,16%,-6%,u
Cn1c(SCC(=O)N/N=C/C=C/c2ccco2)nc2ccccc21,6%,u,u,2%,18%,18µM*,22µM*,14µM*
O=S(=O)(/N=C(\Sc1ccccc1)c1ccccc1)c1ccc(Cl)cc1,0%,u,u,-1%,-15%,8%,8%,u
COc1ccc(/C=N/n2c(N)nc3ccccc32)cc1OC,8%,-3%,u,-8%,29%,i,1%,-1%
Cc1cccc(OCC(=O)O/N=C(\N)Cc2cccs2)c1,8%[0.0737 µM],2%,u,-2%,-20%,-12%,83%[activator],3%
CCOC(=S)SCC(=O)Nc1nc(-c2ccccc2)cs1,-14%,-25%,u,5%,-19%,-2%,6%,-4%
CCn1c(SCC(=O)Nc2ccccc2C(=O)OC)nc2c1c(=O)n(C)c(=O)n2C,4%,0%,0%,-3%,1%,-1%,-3%,5%

# Quoted at random: 6 records from the list
SMILES,Lamin A splicing,KDM4E inh,Tau fibril ThT,Luc counter,SMN2 splice enh,RECQ1 helicase,L3MBTL1 block,ALDH1A1 block
Cc1ccccc1NC(=O)C(Cl)=C(Cl)Cl,-18%[9.22 µM],-129%,-3%,2%,-19%,i,11%,-2%
CCOC(=O)c1cccc(NC(=O)C(C)N2C(=O)c3ccccc3C2=O)c1 (configuration not stated),8%,0%,-8%,-2%,4%,-1%,6%,u
CCCCN(C(=S)Nc1cccc(SC)c1)C1CCN(C(C)=O)CC1,19%[46 µM],6%,-6%,3%,-18%,1%,x,9%
O=c1cnnc(Nc2ccc(Nc3ccccc3)cc2)[nH]1,x,-2%,u,x,x,-4%,x,11%
CCOC(=O)N1CCN(C(=O)/C=C/c2cccc([N+](=O)[O-])c2)CC1,x,-7%,-2%,-2%,12%,-3%,4%,-9%
CCOc1ccc(-c2nc(CSc3nnc(N)s3)cs2)cc1,-9%,-5%,-6%,14%,u,13%,x,-5%

# Further records follow.
SMILES,Lamin A splicing,KDM4E inh,Tau fibril ThT,Luc counter,SMN2 splice enh,RECQ1 helicase,L3MBTL1 block,ALDH1A1 block
CCNC(=S)N1CCc2cc(OC)c(OC)cc2C1COc1ccc(OC)cc1 (configuration not stated),u,0%,-6%,2%,16%,-9%,x,-9%
COc1ccc(CNC(=O)C(C)NS(=O)(=O)c2ccc(C)cc2)cc1 (configuration not stated),x,5%,2%,3%,x,i,9%,11%
C=CS(=O)(=O)c1ccc(Oc2ccc(S(=O)(=O)C=C)cc2)cc1,u,3%,2µM*,0%,-92%[inhibitor],8%,-6%,0.032µM*
O=C1CC(c2ccc(Cl)cc2)n2nc(NS(=O)(=O)c3ccc(F)cc3)nc2N1 (configuration not stated),9%,-7%,-14%,-3%,4%,i,36%[activator],-2%
COc1ccc(Cc2c(O)nc(SCC(=O)NC34CC5CC(CC(C5)C3)C4)[nH]c2=O)cc1,u,-2%&1%,u,2%,11%,i,8%&-12%,u
Cc1ccc(Cl)cc1NC(=S)N(CCN(C)C)Cc1cccs1,-10%[46 µM],2%,5%,1%,-12%,-1%,-7%,2%
COc1cc(NC(=O)CSc2nc(C)cs2)cc(OC)c1,-14%,-10%,3%,1%,-26%,-3%,2%,-12%
CC(C)(C)C(=O)Nc1cccc(-c2nc3ccccc3[nH]2)c1,5%,u,-10%,-3%,29%,-4%,x,-8%
Cc1c(-c2nc(-c3ccc(C(F)(F)F)cc3)no2)n(C)oc1=O,x,u,-5%,x,x,-6%,-4%,x
O=C(Nc1ncn[nH]1)c1ccccc1Br,-9%,11%,-2%,-1%,7%,8%,5%,5%
O=C(COc1ccc(Cl)cc1)N1CCCCC1,3%,-5%,-9%,-9%,43%,-7%,x,-1%
CCC(C)(CC(=O)O)CC(=O)Nc1cc(C(F)(F)F)cc(C(F)(F)F)c1 (configuration not stated),x,6%,-15%,x,x,1%,4%,u
CCOc1ccccc1CN1CCN(Cc2[nH]c3ccccc3c2C)CC1CCO (configuration not stated),x,-5%,-2%,0%,-70%[inhibitor],5%,-24%,1%
S=C(NCC1CCCO1)Nc1ccc(Nc2ccccc2)cc1 (configuration not stated),19%[46 µM],6%,u,-2%,-39%[inhibitor],5%,-12%,u
CCCc1nn(-c2ccccc2)c2c1C(c1cccs1)C(C#N)=C(N)O2 (configuration not stated),12%,-6%,u,6%,-10%,-10%,-29%,6%
O=C(N/N=C/c1cccc(OC(=O)N2CCOCC2)c1)c1cccs1,-6%,0%,-4%,-3%,5%,-11%,0%,9%
CCOC(=O)c1c(C)[nH]c(C)c1C(=O)COc1ncnc2ccccc12,19%[9.22 µM],1%,-5%,4%,-24%,-3%,x,2%
CC(c1ccccc1)N1CCn2c(nc3cc(NC(=O)NC4CCCCC4)ccc32)C1 (configuration not stated),15%,u,u,-3%,-5%,9%,x,u
Cc1ccc(S(N)(=O)=O)cc1NC(=O)/C=C/c1ccc2c(c1)OCO2,x,u,-8%,0%,-5%,-10%,x,-7%
Nc1nc(SCC(=O)c2cc3ccccc3o2)n[nH]1,x,-1%,1%,-2%,x,31%,-21%,4%
CCn1c2ccccc2c2cc(/C=N/n3cn[nH]c3=S)ccc21,28%,u,u,-2%,-47%[inhibitor],-11%,-4%,22µM*
COc1ccc(N(C(=O)COc2cccc(C)c2)S(=O)(=O)c2ccc(C)cc2)cc1,-12%,-2%,5%,2%,17%[1.84 µM],0%,-4%,u
CCOC(=O)N1CCC(NC(=O)Cn2cccc2C(=O)c2ccccc2C)CC1,-1%,-5%,-8%,0%,-14%,-16%,-11%,6%
COc1ccc(CN2CCOCCOCCN(Cc3ccc(OC)cc3)CCOCCOCC2)cc1,x,0%,-4%,x,x,i,7%,x
COCCn1cc(C(=S)N2CCOCC2)c2ccccc21,2%,-1%,-3%,-6%,5%,i,x,-11%
Cc1ccc(NC(=O)CN(C)CC(=O)Nc2ccc(N3CCOCC3)cc2)c(C)c1,0%,7%,0%,4%,-7%,-2%,-14%,4%
O=C(CCCOc1ccccc1)Nc1ccncc1,2%,-6%,7%,1%,10%,-2%,40%[activator][11.4 µM],3%

# A different layout for part of the listing above:
compound	Lamin A splicing	KDM4E inh	Tau fibril ThT	Luc counter	SMN2 splice enh	RECQ1 helicase	L3MBTL1 block	ALDH1A1 block
O=C1CC(c2ccc(Cl)cc2)n2nc(NS(=O)(=O)c3ccc(F)cc3)nc2N1 (configuration not stated)	9%	-7%	-14%	-3%	4%	i	36%[activator]	-2%
COc1ccc(Cc2c(O)nc(SCC(=O)NC34CC5CC(CC(C5)C3)C4)[nH]c2=O)cc1	u	-2%&1%	u	2%	11%	i	8%&-12%	u
Cc1ccc(Cl)cc1NC(=S)N(CCN(C)C)Cc1cccs1	-10%[46 µM]	2%	5%	1%	-12%	-1%	-7%	2%
